# Mdm2 ligase inh: blocks human Mdm2 ubiquitin ligase activity. Q00987. cell-based MDM2 ubiquitination luciferase reporter, 2 h; 0 = plate control, 100 = twice control, blank-subtracted. signal enhancement, % at 5 µM. actives 0.11% (n = 210,000);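 active = signal enhancement of 30% or more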;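 note: luminescence tracks abundance of the self-degrading MDM2-luciferase fusion protein; higher signal means inhibition of MDM2 E3 ligase activity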
#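 Timing – 2 h compound exposure at 37 °C · Assay system – mammalian cells stably expressing self-ubiquitinating, self-degrading MDM2 E3–luciferase fusion · Amount – 2000 cells seeded into each well · Measure – % luminescence enhancement versus blank-corrected plate control mean · Measured by – SteadyLite luminescence, 15 min reagent step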
# Runt-CBFb FRET: inhibitors of human RUNX1 Runt domain binding to CBFb; Q01196+Q13951; Cerulean-Runt/Venus-CBFb FRET ratio 530/480, 1 h; inhibition, % at 20 µM; actives 0.46% (n = 220,000); AID 1496;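 active = inhibition over about 50% at 20 µM in the single-dose screen, limit read from the data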;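 note: 0% = DMSO wells and 100% = excess unlabeled CBFb competitor control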
# Target sequence (Q01196 whole entry, looked up, the tested form may be a part): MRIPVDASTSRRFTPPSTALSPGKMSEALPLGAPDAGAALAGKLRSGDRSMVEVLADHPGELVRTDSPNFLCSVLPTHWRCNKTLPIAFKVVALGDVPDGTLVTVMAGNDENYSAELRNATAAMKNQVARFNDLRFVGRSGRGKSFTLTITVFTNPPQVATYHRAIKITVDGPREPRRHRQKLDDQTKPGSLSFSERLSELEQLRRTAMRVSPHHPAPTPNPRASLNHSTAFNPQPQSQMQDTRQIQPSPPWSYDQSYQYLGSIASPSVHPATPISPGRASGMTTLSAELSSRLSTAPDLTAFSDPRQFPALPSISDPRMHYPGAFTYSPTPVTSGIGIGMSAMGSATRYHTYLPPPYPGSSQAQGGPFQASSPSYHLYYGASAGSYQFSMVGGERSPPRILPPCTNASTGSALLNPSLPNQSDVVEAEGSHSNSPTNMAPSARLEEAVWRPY
# Target sequence (Q13951 whole entry, looked up, the tested form may be a part): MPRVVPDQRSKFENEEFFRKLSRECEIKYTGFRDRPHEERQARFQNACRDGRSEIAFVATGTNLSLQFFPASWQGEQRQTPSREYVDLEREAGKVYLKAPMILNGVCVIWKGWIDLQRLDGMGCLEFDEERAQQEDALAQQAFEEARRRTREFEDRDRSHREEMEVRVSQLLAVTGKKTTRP
#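 Buffer or medium: Tris pH 7.5 buffer with BSA. Assay system: Cerulean-labeled Runt domain protein. Amount: each fluorescent fusion protein 100 nM. Read-out basis: loss of energy transfer signal. Incubation: 1 h compound exposure, room temperature. Probe or stimulus: Venus-CBFb binding partner, 100 nM. Detection: FRET, excitation 422 nm, emission at 530 and 480 nm.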
# NPY-Y2 PAM-ag: potentiators or agonists of human neuropeptide Y receptor Y2; P49146; cells expressing NPY-Y2, potentiator/agonist read-out; activation, % at 3.6 µM; actives 0.45% (n = 220,000); in the data active = activation above about 27%;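 note: cells stimulated with NPY near EC25 plus isoproterenol at EC100; 0% = vehicle plus submaximal agonist and 100% = vehicle plus saturating agonist; some results beyond the cut were filed as inactive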
# Target sequence (P49146 whole entry, looked up): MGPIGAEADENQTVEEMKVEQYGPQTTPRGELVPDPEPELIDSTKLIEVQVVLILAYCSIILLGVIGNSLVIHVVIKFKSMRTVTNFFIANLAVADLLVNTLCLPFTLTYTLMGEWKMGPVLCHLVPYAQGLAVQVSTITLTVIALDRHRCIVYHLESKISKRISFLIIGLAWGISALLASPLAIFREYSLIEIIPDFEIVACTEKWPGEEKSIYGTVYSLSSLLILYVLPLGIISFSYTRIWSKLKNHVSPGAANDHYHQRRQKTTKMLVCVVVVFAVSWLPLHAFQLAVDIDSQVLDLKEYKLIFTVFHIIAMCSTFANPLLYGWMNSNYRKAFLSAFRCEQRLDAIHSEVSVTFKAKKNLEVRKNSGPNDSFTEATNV
# RBBP9 inhibitor: human RBBP9 hydrolase inhibition | actives 0.2% (n = 220,000) | inhibition, % at 7.94 µM | O75884 | recombinant RBBP9, FP-Rh probe fluorescence polarization;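 active = inhibition above the campaign mean of all tested compounds plus 3 SD, cut at about 14% in these data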;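 note: plate controls were DMSO wells with RBBP9 for no effect and wells lacking RBBP9 protein for full effect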
#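 Material: RBBP9 protein. Amount: RBBP9 at 2.5 µM in dispensed solution, before mixing. Schedule: 30 min then 45 min, 25 °C. Medium: Tris buffer pH 8.0, NaCl, Pluronic. Measured by: fluorescence polarization. Measure: percent inhibition from mP, scaled between DMSO and no-protein wells. Replication: one well per compound.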
# NPY-Y1 PAM-ag: human NPY-Y1 potentiation or agonism, primary screen. P25929. NPY-Y1 expressing cells, potentiator/agonist activation. activation, % at 3.6 µM. actives 0.37% (n = 220,000). AID 1304; in the data active = activation above about 33%, passing the limit was not always enough;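 note: cells stimulated with NPY at EC10 then isoproterenol at EC100; 0% = low agonist plus stimulus and 100% = saturating agonist plus stimulus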
# NPY Y1 blocker: NPY-Y1 (human) receptor antagonism; P25929; HEK293-CNG Y1 cells, membrane potential fluorescence; NPY at EC95, then isoproterenol; inhibition, % at 3.6 µM; actives 1% (n = 200,000);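 active = inhibition above the campaign mean inhibition of all tested compounds plus 3 SD, cut at about 20% in these data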;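 note: 0% = DMSO wells given NPY plus isoproterenol and 100% = isoproterenol alone without NPY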
#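 System: HEK293 cells with Y1 receptor plus CNG channel / Probe or stimulus: NPY 25 nM then isoproterenol 1 µM plus Ro 20-1724 25 µM / Compound: one concentration, 3.6 µM, in 0.4% DMSO / Schedule: compound incubation 1 h at room temperature, readout 45 min post-stimulation / Measured by: membrane potential fluorescence / Read-out: % inhibition of NPY effect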
# Hck-Nef inh: inhibitors of human Hck kinase activated by Nef. Recombinant Hck-YEEI plus Nef, Z-Lyte FRET kinase assay. P08631. inhibition, % at 20 µM. actives 0.68% (n = 220,000);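 active = Hck-Nef kinase inhibition above about 50%, limit read from the data; inactive = inhibition below that limit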;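 note: 0% = DMSO with Hck plus Nef and 100% = Hck alone without Nef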
# Runt-SMMHC FRET: inhibitors of human RUNX1 Runt domain binding to CBFb-SMMHC; Q01196+Q13951; Cerulean-Runt/Venus-CBFb-SMMHC FRET ratio 530/480, 1 h; inhibition, % at 20 µM; actives 0.74% (n = 220,000); AID 1434;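 active = mean inhibition across duplicate retests at 20 µM reaching about 50%, limit read from the data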;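 note: 0% = DMSO wells and 100% = wells with excess untagged CBFb-SMMHC; inhibitors lower the FRET ratio by blocking Runt binding to CBFb-SMMHC; some results filed as inactive read as strong as hits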
# p97 inhibitor: blocks human p97 ATPase activity | P55072 | recombinant p97 ATPase, Kinase-Glo ATP luminescence, 3 h | inhibition, % at 8 µM | actives 0.42% (n = 220,000); in the data active = inhibition above about 15%;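 note: 0% = DMSO vehicle and 100% = wells lacking enzyme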
# * = called active by the depositor; x = not tested or not shown.
SMILES,Mdm2 ligase inh,Runt-CBFb FRET,NPY-Y2 PAM-ag,RBBP9 inhibitor,NPY-Y1 PAM-ag,NPY Y1 blocker,Hck-Nef inh,Runt-SMMHC FRET,p97 inhibitor
O=C(CN1CCCCCC1)Nc1ccccc1,-9,-1,-6,-14,-6,0,-21,0,-4
CC1(C)CC(NC(=O)C(=O)NCCc2ccc(Cl)cc2)CC(C)(C)N1,-5,-3,3,-9,-3,3,2,1,4
Cc1cc(C)nc(/N=C(\N)Nc2ccc(S(=O)(=O)Nc3nc(C)cc(C)n3)cc2)n1,-7,0,7,-12,9,-2,-5,-1,4
Cc1ccc(C(C[N+](=O)[O-])c2c(C)[nH]n(-c3ccccc3)c2=O)cc1 (stereo unspecified),11,4,10,-4,6,6,6,3,2
O=C1SC(Cc2ccccc2)C(=O)N1c1ccccc1 (stereo unspecified),-5,0,-6,-7,12,x,22,2,3
O=C(NNc1nc2cc3c(cc2s1)OCO3)c1ccc(F)cc1,x,26,1,-7,-15,1,-2,22,12
C/C(=N\NC(=S)Nc1ccc(C)c(C)c1)c1ccc(N2CCOCC2)cc1,-17,10,1,-9,-10,-4,-1,1,2
CC(=O)C1C(=O)C=C(c2ccco2)CC1c1ccccc1 (stereo unspecified),-13,2,9,-2,-2,1,-7,-11,-1
COC(=O)c1c(NC(=O)C2CC(=O)NN2Cc2ccccc2)sc(C)c1C (stereo unspecified),-31,-10,-15,1,-33,5,0,-4,-2
COc1cccc(/C=N/n2c(N)c(S(=O)(=O)c3cccs3)c3nc4ccccc4nc32)c1,-21,-1,8,0,2,-1,2,-1,-6
O=C(C1CCCO1)N1CCN(C(=S)Nc2ccc(Cl)cc2)CC1 (stereo unspecified),-10,2,6,3,9,1,7,-2,7
CC(=O)OCC(=O)Nc1ccccc1OC(F)F,-6,0,13,-2,-8,-4,18,-1,8
COc1ccc(N(CC(=O)NC2CCCCCC2)S(=O)(=O)c2c(C)nn(C)c2C)cc1,-20,-8,-31,-9,-7,-4,-1,-2,-10
CCOC(=O)N1CCC(N(C(=O)Nc2ccc(CC)cc2)C(C)CC)CC1 (stereo unspecified),-18,-2,-1,-9,-7,2,1,0,-5
CCCN(CC1CC1)C(=S)Nc1ccc(C(C)=O)cc1,-6,-1,7,6,14,4,20,3,-2
CCN(CC(N)=O)S(=O)(=O)c1ccc(Br)cc1,-8,0,-7,-6,-36,6,12,-1,1
CCOC(=O)C(=O)NNc1ccccc1C,-10,1,7,-9,7,8,-2,0,-1
CCCn1nc([N+](=O)[O-])c(C(C#N)c2nc3ccccc3s2)c(Cl)c1=O (stereo unspecified),-33,-4,27,6,59*,-7,20,-9,17*
CC12CCC(C(=O)Nc3ccc(SC(F)F)cc3)(CC1=O)C2(C)C (stereo unspecified),-21,-2,-1,-3,14,-2,1,1,2
COc1ccc(/C=N/NC(=O)CCn2cnc3ccccc32)cc1,-12,0,2,-8,-2,x,0,0,-6
COc1ccc(-n2c(SCC(=O)NCc3ccco3)nnc2-c2c[nH]c3ccccc23)cc1,-4,1,0,-2,1,5,0,-2,-4
S=C(NCC1CCCO1)Nc1ccc(Cl)c(Cl)c1 (stereo unspecified),8,0,2,-5,0,1,-8,-1,0
CNC(=S)N1CCc2sccc2C1C (stereo unspecified),-14,0,1,2,16,x,17,-2,9
Cc1ccccc1Oc1ncnc(N)c1[N+](=O)[O-],-16,-1,2,-5,3,4,13,1,3
N/C(=N\OS(=O)(=O)c1ccc(Cl)cc1)c1ccccn1,-12,x,-12,-7,9,2,-1,0,2

# Sorted by formula weight (ascending): some entries from above.
SMILES,Mdm2 ligase inh,Runt-CBFb FRET,NPY-Y2 PAM-ag,RBBP9 inhibitor,NPY-Y1 PAM-ag,NPY Y1 blocker,Hck-Nef inh,Runt-SMMHC FRET,p97 inhibitor
CC(=O)C1C(=O)C=C(c2ccco2)CC1c1ccccc1 (stereo unspecified),-13,2,9,-2,-2,1,-7,-11,-1
N/C(=N\OS(=O)(=O)c1ccc(Cl)cc1)c1ccccn1,-12,x,-12,-7,9,2,-1,0,2
O=C(C1CCCO1)N1CCN(C(=S)Nc2ccc(Cl)cc2)CC1 (stereo unspecified),-10,2,6,3,9,1,7,-2,7
COc1ccc(-n2c(SCC(=O)NCc3ccco3)nnc2-c2c[nH]c3ccccc23)cc1,-4,1,0,-2,1,5,0,-2,-4

# 2 compounds drawn at random from the list so far, as already listed:
SMILES,Mdm2 ligase inh,Runt-CBFb FRET,NPY-Y2 PAM-ag,RBBP9 inhibitor,NPY-Y1 PAM-ag,NPY Y1 blocker,Hck-Nef inh,Runt-SMMHC FRET,p97 inhibitor
O=C(NNc1nc2cc3c(cc2s1)OCO3)c1ccc(F)cc1,x,26,1,-7,-15,1,-2,22,12
O=C(C1CCCO1)N1CCN(C(=S)Nc2ccc(Cl)cc2)CC1 (stereo unspecified),-10,2,6,3,9,1,7,-2,7

# New compounds follow.
SMILES,Mdm2 ligase inh,Runt-CBFb FRET,NPY-Y2 PAM-ag,RBBP9 inhibitor,NPY-Y1 PAM-ag,NPY Y1 blocker,Hck-Nef inh,Runt-SMMHC FRET,p97 inhibitor
CCN(CC)C(=O)C(=O)c1cccn1-c1cccc(OC)c1C#N,-3,-1,-4,-4,9,3,2,-2,3
Cc1cc(C)cc(N(C(=O)c2snc(C(N)=O)c2N)C(C(=O)NCC2CCCO2)c2cccs2)c1 (stereo unspecified),-1,-8,5,-7,-8,2,47,1,-2
COc1ccc(NC(=O)Cn2cnc3c(oc4nc5c(cc43)COC(C)(C)C5)c2=O)cc1,-12,1,-6,-3,6,x,14,1,2
CCCc1cc(=O)[nH]c(NCc2ccc(Cl)cc2)n1,-3,0,6,-7,32,-4,0,-2,-4
Cc1cccc(N2C(=O)CC(n3ccnc3)C2=O)c1C (stereo unspecified),3,0,-8,3,-1,4,2,0,6
Cc1onc(-c2ccccc2Cl)c1C(=O)Nc1nnc(-c2cccc([N+](=O)[O-])c2)s1,-8,0,26,-12,13,-4,1,-6,1
CC(=O)Oc1cc2oc(=O)c3c(c2cc1Cl)CCC3,-8,81*,-11,-4,-23,3,111*,178*,-8
Cc1cccc(NC(=O)C2CCN(S(=O)(=O)c3cccc4cccnc34)CC2)c1,-7,2,x,x,x,x,3,0,x
CCCCCCn1c(SCC(=O)OC)nc2c1c(=O)[nH]c(=O)n2C,-13,30,10,-1,3,-1,12,10,1
O=c1cc(-c2ccco2)oc2ccc(Cl)cc12,-13,0,12,8,8,0,1,-2,9
C/C(=N\NC(=O)COc1c(C)cccc1C)c1cccs1,1,0,-20,-4,-5,6,26,-1,4
Clc1ccc(CN(Cc2ccc(Cl)cc2)c2nn[nH]n2)cc1,0,1,-26,-11,-30,31*,31,-2,-1
Cc1ccc(S(=O)(=O)N2CCN(C(=O)C3=COCCO3)CC2)cc1C,-16,1,-34,0,14,-3,-19,4,5
O=Cc1cn(CC(=O)N2CCCCC2)c2ccccc12,0,-3,0,-2,4,1,4,1,-3
COc1cccc(Sc2ccccc2CN(C)C)c1,-6,2,-8,3,8,2,5,-2,1
O=c1[nH]nc(-c2cccs2)c2ccccc12,-7,-1,15,-6,24,1,25,-4,5
COc1cc(/C=N/NC(=O)/C(=C/c2ccccc2)CCO)ccc1O,-10,4,-14,-5,0,7,2,3,-3
CCC1Oc2ccc(C)cc2N(CC(=O)N(Cc2cccnc2)Cc2ccc(C)o2)C1=O (stereo unspecified),6,8,4,2,17,0,1,7,-4
CCc1[nH]nc2c1C(c1ccncc1)C(C#N)=C(N)O2 (stereo unspecified),-6,0,7,-7,-4,1,0,1,6
CC(=O)c1ccc(NC(=O)C(C)NCc2ccc(Cl)cc2)cc1 (stereo unspecified),-8,-3,-17,-23,-10,5,5,0,-7
CC(=O)Cc1nnn(-c2cc(C)on2)n1,-4,2,-6,-7,0,x,-9,6,-2
CCOC(=O)C1(Cc2ccccc2)CCN(C2Cc3ccccc3C2)CC1,3,0,-15,-3,-8,7,19,2,0
Cc1cc(-c2ccccc2)nc(=O)[nH]1,-6,16,2,-8,-9,7,-1,-1,2
Cc1ccc(S(=O)(=O)CC(=O)NC(C)(C)C)cc1,-3,-1,7,-9,-20,2,6,-5,-6
Cc1cccc(NC(=O)C2CC(O)CN2C(=O)OCc2ccccc2)c1 (stereo unspecified),-5,-2,-13,1,11,1,1,2,-4
CCOC(=O)N1CCC(Nc2c(NCCN3CCN(c4ccccc4F)CC3)c(=O)c2=O)CC1,-8,1,-4,-2,-4,1,1,-3,-4
O=C(COC(=O)Cc1ccc(Br)cc1)NCC1CCCCC1,-6,-1,-14,-6,-1,6,-75,1,-4
COc1cc2c(c(O)c1OC)-c1c(cc(OC)c(OC)c1O)[C@@H](OC(=O)c1ccccc1)[C@@](C)(O)[C@@H](C)[C@@H]2OC(C)=O,-1,1,x,x,x,x,28,1,x
CC(=O)N(Cc1c(C#N)c2ccccc2n1C)c1ccccc1,4,-2,11,-7,-4,-1,0,10,1
CN1CCc2c(c3ccccc3n2C)C1,-26,-4,-9,-4,25,1,1,-8,1

# No new results follow: five of the compounds above.
SMILES,Mdm2 ligase inh,Runt-CBFb FRET,NPY-Y2 PAM-ag,RBBP9 inhibitor,NPY-Y1 PAM-ag,NPY Y1 blocker,Hck-Nef inh,Runt-SMMHC FRET,p97 inhibitor
CCOC(=O)N1CCC(Nc2c(NCCN3CCN(c4ccccc4F)CC3)c(=O)c2=O)CC1,-8,1,-4,-2,-4,1,1,-3,-4
O=C(COC(=O)Cc1ccc(Br)cc1)NCC1CCCCC1,-6,-1,-14,-6,-1,6,-75,1,-4
COc1cc2c(c(O)c1OC)-c1c(cc(OC)c(OC)c1O)[C@@H](OC(=O)c1ccccc1)[C@@](C)(O)[C@@H](C)[C@@H]2OC(C)=O,-1,1,x,x,x,x,28,1,x
CC(=O)N(Cc1c(C#N)c2ccccc2n1C)c1ccccc1,4,-2,11,-7,-4,-1,0,10,1
CN1CCc2c(c3ccccc3n2C)C1,-26,-4,-9,-4,25,1,1,-8,1

# Bioassay records: PubChem, several laboratories
